# Screening results from PubChem.
# T cell HTS: modulators of CD8 T cell-vesicle binding, primary screen, mouse 2C CD8+ T cells, flow cytometry | AID 2052, 2009 | calls only at 7 µM | 330,000 tested, 0.068% active | 2C CD8+ T cell-vesicle binding; hits give low values;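 active means response, share of CD8 T cells binding vesicles, and their 90th percentile fluorescence all below set limits, cut at about 80% in these data, passing the limit was not always enough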
#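 Material: murine 2C transgenic CD8+ T lymphocytes / Also added: QL9-peptide-loaded Drosophila micro-vesicles bearing Ld, ICAM-1 and B7-1 / Schedule: binding step 1.5 h, 37 °C, antibody labelling 20 min, ice / Signal: flow cytometry, PE anti-B7-1 (FL2) versus Alexa647 anti-CD8 (FL8), PFA-fixed / Evaluation: percent CD8+ FL2 mean versus row control / Benchmarks: naked versus QL9-loaded vesicles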
# Hep lipid drop: inhibitors of hepatocyte lipid droplet formation, primary screen, imaging, high-throughput imaging, BODIPY stain. AML12 mouse hepatocytes, oleate lipid droplets. inhibition, % at 6.5 µM. 240,000 tested, 0.4% active;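 active means lipid droplet intensity inhibited by at least 50%, with more than 500 cells counted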
#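 Material – AML12 mouse liver cells · Also added – oleate loading, 100 µM · Compound dosing – 6.5 µM single-point dosing · Times – overnight treatment with compound plus oleate · Measured by – fluorescence imaging, 20x objective, two fields per well · Read-out – percent inhibition of filter-corrected integrated lipid droplet intensity per well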
# GPR35 arrestin U2OS: GPR35 antagonists blocking zaprinast-driven arrestin recruitment, primary screen, imaging, U2OS, beta-arrestin-GFP, zaprinast agonist (AID 2058); 290,000 tested, 0.052% active; one-dose inhibition, % at 10 µM; IC50 in µM for titrated hits; U2OS GPR35 beta-arrestin-GFP translocation imaging, zaprinast antagonism; higher % means a stronger effect; G-protein coupled receptor 35 (Homo sapiens);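 active means inhibition of at least 50% with at least 30 cells and total cytoplasm GFP at most 10,000,000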
# Rac1 GTP hydrolysis: MgcRacGAP GTPase-activating activity inhibitors, confirmation, biochemical, ADP Hunter fluorescence. MgcRacGAP-stimulated Rac1 GTP hydrolysis, ADP Hunter fluorescence; higher % means a stronger effect; GST-tagged Rac1 F28L mutant substrate. one-dose inhibition, % at 30 µM; IC50 in µM for titrated hits. 340,000 tested, 0.6% active. AID 624330, 2012;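 active means first-screen hits whose inhibition reached a set limit at any dose in the follow-up dose series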;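 further: fluorescence reports GDP produced by GAP-driven GTP hydrolysis; strong numbers were not always called active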
# SV40 large T antigen: SV40 large T antigen inhibitors, biochemical (AID 1903) | inhibition, % at 20 µM; hits with a dose series show IC50 in µM | 310,000 tested, 0.39% active | SV40 large T antigen ATPase/helicase inhibition assay; higher % means a stronger effect; in the data active means a potency from the dose series; further: strong numbers were not always called active
# LYP phosphatase: inhibitors of LYP phosphatase, biochemical, fluorescence intensity, uHTS (AID 1779). Tyrosine-protein phosphatase non-receptor type 22 (Homo sapiens). recombinant LYP phosphatase, fluorescence intensity; higher % means a stronger effect. inhibition, % at 11.5 µM; hits with a dose series show IC50 in µM. 290,000 tested, 0.054% active; in the data active means inhibition above about 50%;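 further: plate controls were vehicle with enzyme for no effect and no enzyme for full effect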
# GPR55 activation: GPR55 agonists via beta-arrestin recruitment, primary screen, imaging, U2OS cells, beta-arrestin-GFP redistribution (AID 1961); G-protein coupled receptor 55 (Homo sapiens); U2OS GPR55 beta-arrestin-GFP redistribution imaging; higher % means a stronger effect; one-dose activation, % at 10 µM; EC50 in µM for titrated hits; 290,000 tested, 0.048% active;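 active means activation above 40% with more than 50 cells counted in the well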;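 further: U2OS osteosarcoma cells stably expressing GPR55 and beta-arrestin-GFP; plate controls were DMSO negative control for no effect and LPI positive control for full effect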
# NTR1 agonist: agonists of NTR1, primary screen, imaging, U2OS cells, beta-arrestin-GFP, high content (AID 493036). 330,000 tested, 0.17% active. Neurotensin receptor type 1 (Homo sapiens), P30989. activation, % at 20 µM. NTR1-U2OS beta-arrestin-GFP spot imaging, agonist mode;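 active means activation at or above 40% of the spot to cytoplasm intensity ratio, with at least 20 cells analyzed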;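 further: 0% = DMSO without peptide and 100% = 100 nM NTR1 peptide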
# Target sequence (P30989 whole entry, looked up): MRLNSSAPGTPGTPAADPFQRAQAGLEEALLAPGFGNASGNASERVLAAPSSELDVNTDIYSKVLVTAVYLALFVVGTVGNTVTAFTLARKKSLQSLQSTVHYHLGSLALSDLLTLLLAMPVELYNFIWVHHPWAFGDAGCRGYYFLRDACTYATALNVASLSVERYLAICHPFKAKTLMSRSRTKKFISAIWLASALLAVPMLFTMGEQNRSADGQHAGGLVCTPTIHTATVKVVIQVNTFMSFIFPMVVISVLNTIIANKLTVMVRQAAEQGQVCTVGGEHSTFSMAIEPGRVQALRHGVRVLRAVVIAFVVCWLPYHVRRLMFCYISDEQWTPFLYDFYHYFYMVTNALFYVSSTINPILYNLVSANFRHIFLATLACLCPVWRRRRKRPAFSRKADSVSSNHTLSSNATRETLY
# GPR55 antagonists: GPR55 antagonists blocking LPI-driven arrestin recruitment, primary screen, imaging, U2OS, beta-arrestin-GFP, LPI agonist (AID 2013) | one-dose inhibition, % at 10 µM; IC50 in µM for titrated hits | G-protein coupled receptor 55 (Homo sapiens) | 290,000 tested, 0.13% active | U2OS GPR55 beta-arrestin-GFP translocation imaging, LPI antagonism; higher % means a stronger effect;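 active means spots per cell inhibited over 60%, with over 100 cells counted and total cytoplasm intensity under 500,000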;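 further: U2OS cells stably carrying GPR55 and arrestin-GFP stimulated by 5 µM LPI near EC80; imaged beta-arrestin-GFP aggregate spots per cell after agonist stimulation; plate controls were LPI-stimulated DMSO wells for no effect and DMSO wells without LPI for full effect; some results filed as inactive read as strong as hits; confirmed hits need IC50 under 10 µM and bright autofluorescent wells are also inconclusive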
# Hep lipid drop cells 6.5 µM: second read-out of Hep lipid drop, no call of its own (marks repeat the call); cell count; measured here: cell count, cytotoxicity flag;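 cells counted across two imaged fields per well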
# T cell HTS vesicle-bound %: also measured in T cell HTS; calls as there; double positive events, %; measured here: CD8+ vesicle-bound cell fraction;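 binding gate set so that unloaded-vesicle control wells show 10% double positive cells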
# NTR1 agonist cell count 20 µM: second read-out of NTR1 agonist, no call of its own (marks repeat the call); cell count; measured here: cell count, cytotoxicity flag
# Active calls of the source: *; i = inactive; x = no result given. Hits appear at their usual frequency (roughly 1.8% active in at least one column).
SMILES,T cell HTS,T cell HTS vesicle-bound %,Hep lipid drop,Hep lipid drop cells 6.5 µM,GPR35 arrestin U2OS,Rac1 GTP hydrolysis,SV40 large T antigen,LYP phosphatase,GPR55 activation,NTR1 agonist,NTR1 agonist cell count 20 µM,GPR55 antagonists
CC1CCN(S(=O)(=O)c2ccc(C(=O)OC(C)C(=O)N(C)C3CCCCC3)cc2)CC1 (centres undefined),i,52,x,x,x,7%,5%,x,x,7.8,64,x
COCC(=O)Nc1sc2c(c1C(=O)OC)CCC(C)C2 (centres undefined),i,16,1,785,8%,9%,22%,6%,0.3%,1.8,91,-23%
COc1cccc(N2CCN(CC(=O)c3c[nH]c4ccc(OC)cc34)CC2C)c1 (centres undefined),i,12,20,705,6%,12%,3%,0%,-0.1%,3.5,50,4%
Cc1c(Cc2ccccc2)c(=O)oc2c(C)c(OC(C)C(=O)N[C@@H](Cc3ccccc3)C(=O)O)ccc12 (some centres undefined),i,27,2,808,-11%,4%,4%,3%,0.1%,0.3,83,2%
Cc1cc(C)c(C(=O)COC(=O)c2ccc([N+](=O)[O-])o2)cc1C,i,50,-4,730,13%,8%,7%,0%,0.0%,3.5,60,16%
CCOc1ccc(CNC(=O)c2ccc3c(c2)N(CC)CCS3)cc1,i,15,0,733,-6%,14%,15%,-14%,-0.1%,2.3,80,8%
Cc1ccc(CNc2oc(-c3cccs3)nc2C#N)cc1,i,43,-2,660,0%,5%,5%,-19%,0.2%,2.5,44,2%
COC(=O)n1ccc(C(=O)Nc2ccccc2F)n1,i,23,x,x,10%,7%,4%,-1%,0.3%,1.5,87,0%
Cc1cccc(-c2ocnc2C(=O)Nc2ccccc2C(=O)N2CCCC2)c1,i,41,-35,765,-8%,8%,7%,-11%,-0.2%,0.1,36,6%
Cc1ccc2nc3sc(C(=O)NCc4ccco4)c(N)c3cc2c1,i,58,-4,717,8%,14%,-1%,-6%,0.1%,0.1,50,17%
COc1ccccc1NCC(=O)c1ccc(Cl)cc1,i,46,-1,828,-6%,3%,5%,-10%,0.0%,-0.1,82,5%
O=C(CCl)Nc1ccc(N=Nc2ccccc2)cc1,x,x,32,699,18%,8%,12%,0%,0.8%,x,x,-6%
CC1CC(NC(=O)c2c(O)nc3sccn3c2=O)CC(C)(C)C1 (centres undefined),i,51,x,x,x,6%,16%,x,x,1.3,49,x
CCc1cc(=O)oc2cc(C)cc(OCC(=O)N[C@@H](CSCc3ccccc3)C(=O)O)c12,i,57,-2,769,-8%,-4%,5%,-5%,-0.2%,0.1,82,-20%
CN(C(=O)COc1ccc2ccc(=O)oc2c1)C1CCS(=O)(=O)C1 (centres undefined),i,12,4,715,4%,-8%,0%,-9%,-0.1%,0.0,48,-13%
CCOc1ccc(OCC)c(Nc2cc(C)nc3nc(C)nn23)c1,i,65,-22,716,6%,3%,-2%,-3%,-0.3%,-0.8,57,6%
CN1CCN(C(CNC(=O)C(=O)Nc2ccc3c(c2)OCO3)c2ccc(F)cc2)CC1 (centres undefined),i,54,x,x,x,5%,9%,x,x,-0.5,49,x
O=C(CCC(=O)OCC(=O)c1ccc(-c2ccccc2)cc1)Nc1cccc2cccnc12,i,18,x,x,-4%,6%,-1%,2%,-0.1%,-0.8,57,3%
CCn1c(C)nc2cc(C(=O)OC(C(F)(F)C(F)F)C(F)(F)C(F)F)ccc21,i,19,3,678,-1%,4%,1%,4%,0.2%,3.5,38,-2%
Cc1ccc(/C=C/C(=O)O)cc1S(=O)(=O)Nc1ccc2c(c1)OCO2,i,55,-2,566,-12%,5%,21%,-1%,0.1%,-0.4,85,-19%

# The closing 2 entries of the section above are carried over, then new ones follow:
SMILES,T cell HTS,T cell HTS vesicle-bound %,Hep lipid drop,Hep lipid drop cells 6.5 µM,GPR35 arrestin U2OS,Rac1 GTP hydrolysis,SV40 large T antigen,LYP phosphatase,GPR55 activation,NTR1 agonist,NTR1 agonist cell count 20 µM,GPR55 antagonists
CCn1c(C)nc2cc(C(=O)OC(C(F)(F)C(F)F)C(F)(F)C(F)F)ccc21,i,19,3,678,-1%,4%,1%,4%,0.2%,3.5,38,-2%
Cc1ccc(/C=C/C(=O)O)cc1S(=O)(=O)Nc1ccc2c(c1)OCO2,i,55,-2,566,-12%,5%,21%,-1%,0.1%,-0.4,85,-19%
O=C(Nc1ccc(SC(F)F)cc1)C1=COCCO1,i,13,9,532,10%,9%,9%,4%,0.2%,1.6,49,-7%
CC(Cc1cccs1)N(Cc1ccc(Cl)cc1)C(=O)c1ccncc1 (centres undefined),i,53,-16,838,10%,7%,2%,-5%,-0.1%,-0.3,69,-1%
CC(NC(=S)Nc1c(Br)cccc1OC(F)F)C(C)(C)C (centres undefined),i,32,-18,639,-13%,4%,5%,0%,-0.4%,-1.8,67,14%
CCn1c(SCC(N)=O)nnc1-c1ccc(S(=O)(=O)N2CCN(C)CC2)cc1,i,47,-2,660,14%,5%,1%,-6%,-0.2%,-0.9,75,7%
Cc1cc(=O)cc(C)n1-c1ccc(Br)cc1,i,41,18,696,9%,-4%,1%,-3%,0.1%,-0.8,52,6%
COc1cccc2c(Nc3ccccc3C)cc(C)nc12,i,45,-2,784,13%,14%,10%,-9%,-0.2%,0.6,46,2%
COC(=O)c1ccc(COc2ccccc2/C=N/NC(=O)c2cccnc2)cc1,i,30,4,666,-7%,6%,6%,8%,0.1%,1.1,45,7%
CCOc1cc(C(=O)NCc2nnc(SCC(=O)OC)n2C)cc(OCC)c1OCC,x,x,9,698,-12%,10%,3%,0%,-0.2%,0.7,86,-11%
O=C(Nc1ccc(-c2nnc3n2CCCCC3)cc1)c1ccco1,i,30,13,646,-6%,7%,7%,-5%,-0.3%,1.1,71,0%
Cc1ccc2scc(CN3CCCC3)c2c1,i,44,x,x,x,5%,8%,x,x,-1.0,43,x
COc1ccc(OCC(=O)OCC(=O)NCc2ccc(F)cc2)cc1,i,26,4,630,-10%,0%,1%,-7%,0.2%,-0.1,52,1%
C=CCC(=O)N1CCCC(CCC(=O)NCc2ccccc2F)C1 (centres undefined),i,19,0,748,8%,2%,-1%,-3%,0.4%,1.8,60,13%
COc1ccc(CNC(=O)Cn2nc(C)c3c(C)n(-c4ccc(C)cc4)nc3c2=O)cc1OC,i,47,-12,750,9%,9%,5%,-7%,0.3%,-0.8,68,3%
O=C(NCc1cccc(F)c1F)C1CCC(=O)N(C2CCCCCC2)C1 (centres undefined),i,64,20,696,-6%,5%,3%,-7%,0.0%,0.2,61,-12%
CC(=O)N1CCN(c2ccc(NCc3ccc4c(c3)OCO4)cc2)CC1,i,45,9,687,9%,13µM*,15%,-5%,-0.3%,12,82,-8%
Cc1ccc(S(=O)(=O)Cc2ccc(C(=O)NC3CCCC3)o2)cc1,i,33,3,749,7%,11%,17%,-7%,-0.1%,2.2,64,6%
Cc1ccc(-n2cc(C(=O)c3ccc(F)cc3)nn2)cc1Cl,i,44,x,x,-5%,9%,3%,-6%,-0.1%,-0.8,52,12%
Cc1cc(C)cc(Nc2cnn(C34CC5CC(CC(CC(=O)O)(C5)C3)C4)c(=O)c2Cl)c1,x,x,6,777,-8%,4%,6%,7%,-0.1%,1.2,44,-6%
Cc1ccc(C(=O)C[n+]2ccc3ccccc3c2)cc1,i,18,17,794,3%,-3%,-4%,-2%,-0.2%,0.0,40,12%
OC(c1cccnc1)c1cccs1 (centres undefined),i,25,x,x,1%,-2%,-3%,1%,-0.2%,1.9,44,12%
CCOC(=O)/C(C#N)=C1/SC(CC)C(=O)N1c1ccc(C)cc1 (centres undefined),i,43,-2,791,-1%,7%,12%,-4%,0.2%,-1.1,60,1%
CCc1cc(=O)oc2cc(C)cc(OCC(=O)NC3CC3)c12,i,16,1,725,5%,1%,7%,-12%,0.1%,0.7,63,0%
CCOc1ccc(NC(=O)NC2CCS(=O)(=O)C2)cc1 (centres undefined),i,22,-1,807,15%,6%,1%,-9%,0.3%,0.9,48,-2%
O=C(O)CCC(NC(=O)C(Cc1ccc2c(c1)OCO2)NC(=O)c1ccccc1)C(=O)O (centres undefined),x,x,-5,775,10%,x,15%,3%,0.0%,x,x,0%
Cc1ccc(N2CCN(C(=O)C3CCCN(c4ncnc5c4nc4n5CCCCC4)C3)CC2)c(C)c1 (centres undefined),i,30,0,712,42%,5%,5%,-4%,2.8%,73*,54*,-10%
C/C(=N\OCC(=O)N/N=C/c1ccc(C)cc1O)c1cccs1,i,47,x,x,10%,6%,-12%,1%,-0.1%,-1.8,82,30%
S=c1[nH]nc(Cn2nnc3ccccc32)n1-c1ccccc1,i,26,11,690,-3%,-27%,7%,-7%,0.2%,0.8,46,4%
Cc1cc(C(=O)COC(=O)C2CC2)c(C)n1-c1ccc(F)cc1,i,62,2,672,10%,1%,16%,-4%,-0.1%,0.8,48,26%
COc1ccc(-n2c(SCC(=O)N3CCCCC3)nc3ccccc3c2=O)cc1,x,x,-3,796,4%,7%,x,0%,-0.1%,4.0,81,-2%
O=C(NCCc1c[nH]c2ccccc12)c1cc2sccc2n1Cc1ccccc1,i,48,44,704,17%,9%,8%,-2%,-0.1%,4.6,73,-6%
O=C(CCl)NCc1cc(-c2ccc(Cl)cc2)no1,i,42,-7,734,17%,4%,3%,-8%,0.6%,0.7,48,-2%
O=C(Nc1cccnc1Cl)c1cc2c(s1)-c1ccccc1OC2,i,8,5,757,-13%,-5%,11%,-14%,1.0%,2.7,60,5%
CN(C)c1nc2ncn(Cc3ccccc3)c2c(=O)[nH]1,i,37,-3,700,7%,7%,14%,-6%,-0.1%,0.0,57,7%
COc1cccc(CC(=O)Nc2ccc(S(=O)(=O)Nc3nc(C)cc(C)n3)cc2)c1,i,33,10,692,-2%,-2%,3%,-5%,0.7%,-0.4,61,2%
